TEAD-YAP inh: TEAD-YAP interaction inhibition | HEK-TIYL cells, TEAD-Gal4/YAP UAS-luciferase luminescence | inhibition, % at 9.12 µM | 640,000 tested, 1.4% active | AID 1259422; in the data active = inhibition above about 32%;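 note: 0% = median of test compound wells and 100% = reference inhibitor wells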
FBW7 activator: human FBW7 E3 ligase activation, primary screen; Q969H0; AlphaScreen FBW7–phospho-cyclin E peptide binding, activator screen; normalized activity (activation), % at 26.1 µM; 650,000 tested, 0.13% active; in the data active = normalized activity above about 1.9%;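 note: purified mutant Fbw7 with reduced substrate affinity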
Target sequence (Q969H0 whole entry, looked up): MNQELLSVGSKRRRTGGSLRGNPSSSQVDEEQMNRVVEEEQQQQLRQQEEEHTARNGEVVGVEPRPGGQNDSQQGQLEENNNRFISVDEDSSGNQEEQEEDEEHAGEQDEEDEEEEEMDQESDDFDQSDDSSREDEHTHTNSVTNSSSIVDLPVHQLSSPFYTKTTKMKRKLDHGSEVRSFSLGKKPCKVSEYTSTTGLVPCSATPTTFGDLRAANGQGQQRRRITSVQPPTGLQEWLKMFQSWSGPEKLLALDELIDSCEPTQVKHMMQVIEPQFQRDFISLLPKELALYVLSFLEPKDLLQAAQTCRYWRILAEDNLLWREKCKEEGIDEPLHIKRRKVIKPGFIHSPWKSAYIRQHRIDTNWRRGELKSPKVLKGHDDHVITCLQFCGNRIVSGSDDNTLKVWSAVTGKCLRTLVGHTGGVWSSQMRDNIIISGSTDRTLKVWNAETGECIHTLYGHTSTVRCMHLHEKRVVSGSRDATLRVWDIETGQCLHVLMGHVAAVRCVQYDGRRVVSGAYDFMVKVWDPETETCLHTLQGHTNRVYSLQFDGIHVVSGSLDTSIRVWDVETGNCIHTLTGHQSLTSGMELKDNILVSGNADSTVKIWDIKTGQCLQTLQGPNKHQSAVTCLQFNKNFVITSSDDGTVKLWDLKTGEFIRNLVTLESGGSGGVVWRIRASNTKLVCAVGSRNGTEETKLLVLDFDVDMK
GPR151 ag: human GPR151 activation. Q8TDV0. PathHunter beta-arrestin GPR151 cells, luminescence. activation, % at 11.2 µM. 650,000 tested, 1% active. AID 1508602; in the data active = activation above about 4.9%;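 note: 0% = median of compound wells and 100% = cells with positive control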
MITF inh: human MITF inhibition, primary screen | AlphaScreen MITF homodimerization, bead proximity signal | inhibition, % at 2.6 µM | O75030 | 650,000 tested, 0.91% active; in the data active = inhibition above about 50%;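 note: 0% = vehicle wells with protein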
Numbers without * were called inactive.

canonical_smiles	TEAD-YAP inh	FBW7 activator	GPR151 ag	MITF inh
Cc1nc2c(C(=O)NCc3ccc4c(c3)OCO4)cnn2c(C)c1Cc1ccc(Cl)cc1	1	0.1	-0.1	-3
COC(=O)CSc1nnc(CNC(=O)c2cc(OC)c(OC)c(OC)c2)n1C	-11	-0.1	0.1	-3
COc1ccc(CCN=C(N)NC(=O)Nc2ccc(Cl)cc2)cc1OC	-2	0.2	-0.2	22
COc1ccc(/C=C2\N=C(c3cccc(Cl)c3)OC2=O)cc1OC(C)=O	3	0.3	-0.2	20
CCOC(=O)C1C(=O)NC(SCC(=O)Nc2ccc(CC)cc2)=C(C#N)C1c1ccccc1Cl (configuration not stated)	5	-0.1	-0.7	-1
Cc1cc(C(=O)Nn2cnnc2)ccc1[N+](=O)[O-]	3	0.8	-4.7	4
COC(=O)C1=C(N)N(c2ccccc2F)C2=C(C(=O)CCC2)C1c1ccc([N+](=O)[O-])cc1 (configuration not stated)	-10	0.1	0.1	4
O=C(COC(=O)c1cc(O)c(O)c(O)c1)Nc1ccc(F)c([N+](=O)[O-])c1	-3	-0.5	-0.3	3
COc1ccc(CCNC(=O)CSc2nc3ccccc3c(=O)n2Cc2ccc3c(c2)OCO3)cc1OC	-4	0.1	0.9	-1
COc1ccc(S(=O)(=O)N2CCN(c3ncccn3)CC2)cc1OC	0	0.1	0.3	12
Cc1ccc(Nc2nc(-c3ccccc3)cs2)cc1C	16	0.0	2.1	10
CCN(CC)S(=O)(=O)c1ccc(C(=O)Nc2c3c(nn2C(C)(C)C)CSC3)cc1	2	-0.1	-1.3	4
CNC(=O)[C@@H]1C[C@H](NCc2cccc(OC)c2)CN1CC(c1ccccc1)c1ccccc1	-10	-0.1	0.8	1
CC1CCC2C(=O)N(c3ccc(OCc4ccccc4)cc3)C(=O)C2C1 (configuration not stated)	3	-0.1	-0.3	-10
Cc1cccc(NC(=O)COc2cc(C)c(Cl)c(C)c2)n1	-9	1.2	0.3	19
Cc1ccccc1NC(=O)CSc1nc(O)cc(=O)n1C	7	0.2	-0.6	11
CCCCCc1ccc(S(=O)(=O)NCCc2ccncc2)cc1	10	0.1	0.3	-3
O=C(Nc1ccnn1C1CCN(C(=O)c2cccc(C(F)(F)F)c2)CC1)C1CC1	11	0.0	-0.9	3
CSc1nnc(Cc2ccccc2)c(=O)[nH]1	-1	0.0	-0.1	-5
Cc1ccccc1CS(=O)(=O)CCC(=O)NCc1ccccn1	-6	-0.4	-0.3	12
O=C(C1CCCO1)N1CCN(C(=S)Nc2cccc(F)c2)CC1 (configuration not stated)	-6	0.2	-0.5	14
CN(C)CCNC(=O)CC12CC3CC(C1)CC(c1ccccc1)(C3)C2	-3	0.5	0.2	3
CNc1nsnc1C(=O)N/N=C/c1ccc(OC)c(Cn2nc(C)c([N+](=O)[O-])c2C)c1	3	0.0	1.0	-6
CC(C)N(CCNC(=O)c1cccc(Nc2ccccn2)n1)C(C)C	1	-0.1	2.8	6
Oc1ccc(-c2nc3cnccn3c2Nc2ccc(Cl)cc2)cc1	-22	-0.2	-0.7	-9
O=C(NC(=S)Nc1ccc(-c2nc3ccccc3[nH]2)cc1)c1cncc(Br)c1	-19	-0.1	-0.3	-2
CC(=O)C1=C(c2ccccc2)NC(=S)NC1c1cc(Br)ccc1OCC#N (configuration not stated)	-1	-0.2	0.5	12
Cc1cccc2nc(CNC(=O)CN3Cc4cc(Cl)ccc4OC(C)C3)cn12 (configuration not stated)	2	0.1	0.1	-3
CCOC(=O)N1CCc2c(sc(NC(=O)c3ccccc3Cl)c2-c2nc3ccccc3s2)C1	1	0.0	-0.4	-9
O=C1C2CC=C(Cl)CC2C(=O)N1c1c[nH]c(=O)[nH]c1=O (configuration not stated)	-3	0.5	4.0	-6
CCn1c(SCC(=O)NCCc2ccc(S(N)(=O)=O)cc2)nc2ccsc2c1=O	-32	-0.9	0.7	-4
CCCC(=O)N(c1nnc(-c2ccncc2)s1)C(C)C	7	-0.4	2.1	-2
O=C(COc1ccc(Cl)cc1Cl)NCc1n[nH]c(=S)n1-c1ccccc1	-1	0.4	0.8	6
CC(C)N(CC(N)=O)C(=O)CCOc1cccc(Br)c1	6	0.1	0.2	3
COc1ccc(S(=O)(=O)N(CC(=O)N2CCCC2)Cc2ccccc2)cc1C	11	-0.1	1.5	-9
O=C(Nc1ccc2oc(-c3cccc4c(Br)cccc34)nc2c1)c1ccc([N+](=O)[O-])cc1	5	0.0	0.8	-3
CCCC(=O)Nc1nc(-c2cccc(OC)c2)cs1	-32	-0.1	0.1	10
CC(C(=O)NCc1ccncc1)N(c1ccc(Cl)cc1)S(C)(=O)=O (configuration not stated)	3	0.2	0.0	-8
COc1ccc(C(c2c[nH]c3ccccc23)c2c[nH]c3ccccc23)cc1OC	-5	0.0	-1.3	11
CC(C(=O)N/N=C/c1cc([N+](=O)[O-])ccc1O)n1nnc2ccccc21 (configuration not stated)	6	-0.2	-0.6	86*

Some of the entries above, reformatted:
Sequence of screens: TEAD-YAP inh | FBW7 activator | GPR151 ag | MITF inh
CC(C)N(CCNC(=O)c1cccc(Nc2ccccn2)n1)C(C)C
 : 1 | -0.1 | 2.8 | 6
Oc1ccc(-c2nc3cnccn3c2Nc2ccc(Cl)cc2)cc1
 : -22 | -0.2 | -0.7 | -9
O=C(NC(=S)Nc1ccc(-c2nc3ccccc3[nH]2)cc1)c1cncc(Br)c1
 : -19 | -0.1 | -0.3 | -2
CC(=O)C1=C(c2ccccc2)NC(=S)NC1c1cc(Br)ccc1OCC#N (configuration not stated)
 : -1 | -0.2 | 0.5 | 12
Cc1cccc2nc(CNC(=O)CN3Cc4cc(Cl)ccc4OC(C)C3)cn12 (configuration not stated)
 : 2 | 0.1 | 0.1 | -3
CCOC(=O)N1CCc2c(sc(NC(=O)c3ccccc3Cl)c2-c2nc3ccccc3s2)C1
 : 1 | 0.0 | -0.4 | -9

Continuation.
canonical_smiles	TEAD-YAP inh	FBW7 activator	GPR151 ag	MITF inh
COc1ccc(OC)c(NC(=O)c2c(NCc3ccc(OC)c(OC)c3OC)sc3c2CCCCC3)c1	7	-0.1	0.2	8
O=C(Nc1cccc(-c2cc3ccccc3oc2=O)c1)c1cc([N+](=O)[O-])ccc1Cl	25	-0.2	0.4	4
Nc1ccc(Oc2ccc(Cl)cc2)cc1	7	0.2	1.1	13
CCCCC(=O)Nc1ccccc1CC	0	0.0	0.4	16
O=C(CN(c1ccccc1)S(=O)(=O)c1ccccc1[N+](=O)[O-])NCc1ccc(Cl)cc1	14	-0.1	1.0	-1
Nc1c(C=C2C=CC(=O)C=C2)c(=O)nc2sc(N3CCOCC3)nn12	3	-0.2	-0.2	5
Cc1ccc2cc(CCNS(C)(=O)=O)c(=O)[nH]c2c1	-4	0.1	1.3	7
c1cncc(CCNc2nccn3c(-c4ccsc4)cnc23)c1	-46	0.2	-0.1	-4
NC(=O)/C=C\c1cn(-c2ccccc2)nc1-c1ccc2c(c1)OCCO2	5	-0.1	-0.7	-12
COCCCN1C(=O)C2C(C(=O)Nc3ccc(F)c(Cl)c3)C3C=CC2(O3)C1C(=O)NC1CCCC(C)C1C (configuration not stated)	-1	-0.2	0.5	0
CCOC(=O)CSc1ccc(C(=O)NCCc2ccc(OC)c(OC)c2)cc1[N+](=O)[O-]	-1	-0.2	-0.4	3
CCCCCNc1nc(C)c(C(=O)OCC)s1	-26	0.2	1.4	8
CCN1CCN(C(=O)C(CC(C)C)N2Cc3ccccc3C2=O)CC1 (configuration not stated)	-5	-0.1	5.5*	1
CCc1ccc(N2CC(C(=O)OCC(=O)Nc3cccc(C)c3C)CC2=O)cc1 (configuration not stated)	4	0.2	-0.3	6
Cc1cc[n+](CC(=O)c2ccc(C)c([N+](=O)[O-])c2)cc1	0	0.1	-0.5	-2
CCNc1ncc(C(=O)NCc2cccc(C(F)(F)F)c2)s1	-3	0.3	0.7	14
CC(=O)Nc1ccc2nc(CCNC(=O)c3ccccc3)n(C)c2c1	7	0.0	2.2	16
O=C(C1=COCCO1)N(Cc1cccnc1)c1nc2c(F)cc(F)cc2s1	-9	0.0	1.7	11
CCCN1C(=O)NC2(CCN(Cc3ccc(F)cc3)CC2)C1=O	9	1.4	-1.5	15
O=C1CC(N2CCN(C/C=C/c3ccccc3)CC2)C(=O)N1c1ccc(F)cc1 (configuration not stated)	2	-0.1	0.5	1
CCN1CCN(C(=O)Cn2c(C)cc3ccccc3c2=O)CC1	1	-0.1	-1.4	10
Cc1ccc(-c2nc(-c3ccccc3)c3ccccn23)cc1	-10	0.0	-0.9	-6
COc1ccc(CN2CCN(Cc3ccc(OC)cc3OC)CC2)cc1	1	-0.1	0.4	65*
CC1=C(C(=O)OCCOc2ccccc2)C(c2ccsc2)C2=C(CCCC2=O)N1 (configuration not stated)	-1	0.1	-1.7	6
CC(O)CN1CCN(C(=O)c2ccccc2S(N)(=O)=O)CC1 (configuration not stated)	0	0.0	-1.1	6
N#Cc1ccc(C(=O)NCCN2CCN(c3nc4c(F)cccc4s3)CC2)cc1	1	-0.1	-1.1	10
O=C(O)C1C2CCC(C2)C1C(=O)Nc1nc(-c2ccc(Cl)cc2)cs1 (configuration not stated)	-4	0.1	0.0	-7
CS(=O)(=O)c1ccc(CCN2CCc3nc4cccnc4cc3C2)cc1	1	0.1	1.0	-2
Cc1ccc(NC(=O)/C(=C/c2ccccc2)NC(=O)c2ccccc2)cc1F	-19	0.2	0.4	-12
CC(=O)N1CCc2cc(S(=O)(=O)CCC(=O)NC3CCCCC3)ccc21	9	0.0	0.3	-3
CC(C)(NC(=O)c1ccccc1)c1nc(-c2ccccc2)no1	-4	0.4	-0.6	4
CCOC(=O)c1cnc2c(C)c(Cl)ccc2c1Nc1ccc(Cl)cc1	4	0.1	0.5	1
COc1ccccc1/C=C1\CCCC2=C1Nc1nnnn1C2c1ccccc1OC (configuration not stated)	8	0.3	-0.3	17
C=CCNC(=O)C(=O)Nc1ccccc1OCC	4	0.1	0.4	4
Cc1cccc(-c2noc(CN3CCN(c4ccccc4F)CC3)n2)c1	2	0.0	1.0	6
CC[n+]1ccc(C)c2ccccc21	-7	0.0	0.0	-1
CCN(CC)S(=O)(=O)c1ccc(N/N=C/C2CC=CCC2)c([N+](=O)[O-])c1 (configuration not stated)	7	0.1	0.5	12
COc1cc2c(cc1OC)C(Nc1nc(-c3ccccc3)cs1)=NC(C)(C)C2	2	0.0	3.1	8
CSCCNC(=O)CC1C(=O)NCCN1C (configuration not stated)	1	-0.2	0.2	-2
CCOc1ccc(N2C(=O)CC(N3CCN(C(c4ccccc4)c4ccccc4)CC3)C2=O)cc1 (configuration not stated)	-2	-0.2	-1.3	4
Cc1c(Cl)cccc1NC(=O)c1cc2nc(-c3ccc(Br)cc3)cc(C(F)(F)F)n2n1	-3	0.6	-0.5	-7
O=C(CSc1nc2ccccc2c(=O)n1CC1CCC(C(=O)NCc2ccco2)CC1)Nc1nccs1 (configuration not stated)	-6	0.0	2.1	-5
O=C(Nc1cccc2ccccc12)C1CCC(N2C(=O)c3ccccc3C2=O)CC1 (configuration not stated)	17	-0.1	-1.1	10
COc1ccc(CN2CCN(Cc3ccc(C)o3)CC2CCO)c(F)c1 (configuration not stated)	5	0.0	0.0	-2
COc1ccc(C(=O)NCc2nnnn2-c2ccccc2)cc1	-2	0.0	-0.4	11
O=C(O)Cc1csc(Nc2ccccc2)n1	-24	-0.2	-0.1	7
Cc1ccc(Cn2c(C)c(CNCC3CCCO3)c(C(=O)O)c2C)cc1 (configuration not stated)	-1	0.0	-0.3	8
C/C(=N\Nc1nc(C)cc(C)n1)c1ccccc1O	-32	0.1	-2.1	16
COC(=O)COc1ccc(S(=O)(=O)Nc2cccc(Cl)c2C)cc1	1	0.3	-1.7	13
COc1ccc(CSc2nnc(-c3ccc(OC)c(OC)c3)n2C)cc1	-8	0.0	0.9	-6
CCOC(=O)c1cnc2c(C)cc(C)cc2c1Nc1ccc(C)cc1C	10	0.1	1.0	5
COc1ccc(NC(=O)Cn2cnc3sc(C)c(S(=O)(=O)N4CCOCC4)c3c2=O)c(OC)c1	-13	0.1	0.2	10
COc1cccc2c1OC1(C)CC2NC(=O)N1c1ccc(C)c(C)c1 (configuration not stated)	10	-0.2	0.0	-5
CCOC(=O)C(Cc1ccccc1)C(=O)N1CCCc2ccccc21 (configuration not stated)	2	-0.1	-0.1	1
COc1cc(/C=C2\SC(N)=NC2=O)c(Br)cc1O	22	0.0	0.7	4
Cc1ccc(CN2CCC(C3(C)NC(=O)NC3=O)CC2)s1 (configuration not stated)	-3	-0.2	0.7	-15
COc1ccc(NC(=O)CSc2nnc(CNC(=O)c3ccc(S(=O)(=O)N(C)C)cc3)n2-c2ccc(F)cc2)cc1	-3	0.0	0.7	2
CN(C(=O)CCCl)c1nc(-c2ccc(F)cc2)cs1	-4	-0.1	-0.1	-4
O=c1cc(O)c2sc(NCc3ccccc3)nc2[nH]1	0	0.0	2.9	-5
CCCCc1nc(SCC(=O)Nc2nnc(CCCC)s2)n[nH]1	0	0.1	-0.1	14
Cc1cccc(NC(=O)CCc2ccc(C)o2)c1	-6	-0.2	1.1	-4

2 entries drawn at random from those above, as already listed:
canonical_smiles	TEAD-YAP inh	FBW7 activator	GPR151 ag	MITF inh
Cc1c(Cl)cccc1NC(=O)c1cc2nc(-c3ccc(Br)cc3)cc(C(F)(F)F)n2n1	-3	0.6	-0.5	-7
O=C(O)Cc1csc(Nc2ccccc2)n1	-24	-0.2	-0.1	7
